MBD2 inh: inhibitors of MBD2 binding to methylated DNA, primary screen, biochemical, TR-FRET, DNA-binding domain, human | Methyl-CpG-binding domain protein 2 (Homo sapiens), Q9UBB5 | MBD2 binding to methylated oligonucleotide | inhibition, % at 4.4 µM | actives 0.31% (n = 370,000); in the data active = inhibition above about 13%
PLC-gamma1 inh: PLC-gamma1 enzyme inhibitors, primary screen, biochemical, fluorescence, purified enzyme. AID 720700, 2013. actives 0.84% (n = 370,000). inhibition, % at 12.2 µM. 1-phosphatidylinositol 4,5-bisphosphate phosphodiesterase gamma-1 (Homo sapiens), P19174. fluorogenic substrate; in the data active = inhibition above about 9.5%
hcDAF-12 act: H. contortus DAF-12 nuclear receptor activators, primary screen, cell-based, luminescence, HEK293, lit1-tk-luc reporter; HEK293 hcDAF-12 lit1-tk-luc reporter; 0% DMSO, 100% Δ7-dafachronic acid; activation, % at 6.8 µM; actives 1.4% (n = 370,000); AID 652067, 2013;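 active = activation above the mean of all tested compounds plus 3 SD, cut at about 5.5% in these data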;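 note: 100% = response to 3 µM Δ7-dafachronic acid high control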
ssDAF-12 act: S. stercoralis DAF-12 nuclear receptor activators, primary screen, cell-based, luminescence, HEK293, GRIP1 co-expression, lit1-tk-luc. Nuclear hormone receptor DAF-12 (Strongyloides stercoralis). HEK293 ssDAF-12/GRIP1 lit1-tk-luc reporter; % of 3 µM dafachronic acid response. activation, % at 6.8 µM. actives 1% (n = 370,000);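 active = activation above the mean over all tested compounds plus 3 SD, cut at about 0.9% in these data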;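 note: 0% = DMSO-only wells and 100% = 3 µM delta7-dafachronic acid wells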
NR1D1 modulator: modulators of Rev-erb alpha DNA binding, primary screen, biochemical, FITC-DNA, fluorescence polarization, uHTS. Rev-erbα–FITC-DNA binding, 90 min. activity, % at 10 µM. actives 0.79% (n = 370,000). AID 1259318, 2017;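 active = activity above about 14%, limit read from the data; passing the limit was not always enough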;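 note: 0% = DMSO wells with 35 nM protein and 100% = DMSO wells with 750 nM protein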
Target sequence (P20393 whole entry, looked up): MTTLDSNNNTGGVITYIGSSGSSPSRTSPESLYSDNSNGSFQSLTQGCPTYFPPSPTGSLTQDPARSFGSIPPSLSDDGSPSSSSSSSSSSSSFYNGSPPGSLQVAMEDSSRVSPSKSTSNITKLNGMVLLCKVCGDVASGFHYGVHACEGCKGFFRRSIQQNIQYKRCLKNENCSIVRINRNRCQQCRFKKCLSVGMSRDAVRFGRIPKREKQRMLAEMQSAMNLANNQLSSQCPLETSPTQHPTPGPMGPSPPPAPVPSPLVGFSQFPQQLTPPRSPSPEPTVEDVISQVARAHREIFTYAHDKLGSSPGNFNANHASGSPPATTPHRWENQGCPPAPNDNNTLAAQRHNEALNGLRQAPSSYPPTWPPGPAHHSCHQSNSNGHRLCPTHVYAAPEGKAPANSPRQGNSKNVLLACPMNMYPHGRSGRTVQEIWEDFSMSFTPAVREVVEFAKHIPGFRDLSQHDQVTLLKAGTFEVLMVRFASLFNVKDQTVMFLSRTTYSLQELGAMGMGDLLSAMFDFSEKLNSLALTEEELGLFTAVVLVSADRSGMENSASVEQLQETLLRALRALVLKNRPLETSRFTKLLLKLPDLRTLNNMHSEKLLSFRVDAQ
ADAM17 inh: ADAM17 inhibitors, primary screen, biochemical, QFRET | Disintegrin and metalloproteinase domain-containing protein 17 (Homo sapiens), P78536 | recombinant ADAM17, EDANS/DABCYL FRET peptide cleavage | inhibition, % at 6.95 µM | actives 0.83% (n = 370,000) | AID 720648, 2013;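 active = inhibition above the mean of compounds lying between control limits plus 3 SD, set per campaign, cut at about 8.5% in these data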;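 note: 0% = DMSO-only wells as the low control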
SMARCA2 act: SMARCA2 (BRM) function activators, primary screen, cell-based, luminescence, high throughput; MG213 cells, MMTV-luciferase reporter, dexamethasone, overnight; activation, % at 9.1 µM; actives 1% (n = 370,000); in the data active = activation above about 7.8%;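 note: 0% = vehicle wells and 100% = reference activator wells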
hgDAF12 agonist: H. glycines DAF-12 receptor agonists, primary screen, cell-based, luminescence, HEK293, GAL4 fusion, UAS-luciferase; HEK293 GAL4-hgDAF12 UAS-luciferase reporter, agonist luminescence; normalized to butyrate control; activation, % at 6.8 µM; actives 1.8% (n = 370,000); AID 687014, 2013;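 active = activation above a cutoff set at the mean of all screened compounds plus 3 SD, cut at about 10% in these data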;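 note: 0% = DMSO wells and 100% = sodium butyrate wells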
DAX1 inh-1: DAX1 (NR0B1) inhibitors, primary screen, cell-based, HEK293, Gal4-DAX1, luciferase luminescence; inhibition, % at 6.75 µM; Nuclear receptor subfamily 0 group B member 1 (Homo sapiens), P51843; actives 0.99% (n = 340,000); HEK293 Gal4-DAX1 luciferase reporter; AID 504766, 2011;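 active = inhibition above the mean over all tested compounds plus 3 SD, cut at about 4.2% in these data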;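 note: 0% = DAX1-transfected cells with DMSO and 100% = empty-vector control cells with DMSO; inhibition shows as a rise in luminescence from relieved DAX1 repression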
Target sequence (P51843 207-470 limits assumed): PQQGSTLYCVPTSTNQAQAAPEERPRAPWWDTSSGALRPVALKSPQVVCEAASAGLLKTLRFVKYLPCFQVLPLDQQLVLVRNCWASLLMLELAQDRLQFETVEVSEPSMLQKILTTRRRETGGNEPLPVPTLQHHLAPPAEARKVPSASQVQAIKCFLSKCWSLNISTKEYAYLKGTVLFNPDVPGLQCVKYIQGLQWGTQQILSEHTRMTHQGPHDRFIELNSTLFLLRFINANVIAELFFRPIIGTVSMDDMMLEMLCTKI
PLC-beta3 inh: human PLC-beta3 inhibitors, primary screen, biochemical, fluorescence; actives 0.18% (n = 370,000); inhibition, % at 12.2 µM; 1-phosphatidylinositol 4,5-bisphosphate phosphodiesterase beta-3 (Homo sapiens), Q01970; Purified PLC-beta3, fluorogenic substrate; in the data active = inhibition above about 11%;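 note: 0% = median of compound wells on plate and 100% = full blocker control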
DAX1 inh-2: DAX1 (NR0B1) inhibitors on StAR promoter, primary screen, cell-based, luminescence, SF-1 (NR5A1), full-length DAX-1 | HEK293T StAR-luciferase reporter, SF-1/DAX-1 repression relief | inhibition, % at 6.8 µM | actives 1.1% (n = 370,000) | AID 652010, 2013;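 active = inhibition above the mean over all tested compounds plus 3 SD, cut at about 3.6% in these data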;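 note: 0% = DAX-1 cells with DMSO and 100% = cells lacking DAX-1 with DMSO; higher inhibition means more luminescence from relief of DAX-1 repression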
Active calls of the source: *; . = not tested or not shown. Hits appear at their usual frequency; any-hit rate near 7.4%.

SMILES	MBD2 inh	PLC-gamma1 inh	hcDAF-12 act	ssDAF-12 act	NR1D1 modulator	ADAM17 inh	SMARCA2 act	hgDAF12 agonist	DAX1 inh-1	PLC-beta3 inh	DAX1 inh-2
Cc1ccc(S(=O)(=O)N2CCOC2CNC(=O)C(=O)NCCCc2ccccc2)cc1 (stereo not drawn)	5	1	0.1	-0.9	7	9.3*	-3	-0.8	-1.3	-2	-1.9
CC(=O)NC(CC(=O)Nc1nc(-c2ccc(N(C)S(C)(=O)=O)cc2)cs1)c1ccccc1 (stereo not drawn)	0	-23	-3.5	-1.8	2	-6	-6	-4.4	-2.4	-46	-1.1
CC(C)(C)NC(=O)C1CC(=O)OC12CCCCC2 (stereo not drawn)	4	1	-1.8	-1.2	-5	-4	-3	-1.8	-0.1	-1	0.9
Cc1cc(C)cc(OCC(=O)OCC(=O)c2c(N)n(C)c(=O)n(C)c2=O)c1	0	0	1.5	-0.8	2	-4	-2	1.3	1.9	1	0.1
O=C(NCCOC(=O)c1ccccc1)c1ccc([N+](=O)[O-])cc1	3	0	-1.9	-1.3	-3	-6	-2	1.4	-0.8	-5	-0.4
CCCCN(Cc1cc2ccccc2[nH]c1=O)C(=O)c1ccccn1	-2	4	-0.1	-1.0	0	-1	-1	-0.6	1.5	4	-0.4
CC(=N)C1=C(O)CC(c2ccccc2)CC1=O (stereo not drawn)	-5	-3	-1.1	-0.9	4	-1	1	1.6	-0.8	-2	-0.3
CCCc1cc(=O)[nH]c(SCC(=O)N2CCCC2=O)n1	6	-2	-0.4	-1.5	-1	-6	-1	1.2	1.2	-4	1.9
COc1ccc(CNC(=O)CCS(=O)(=O)c2ccc3c(c2)CCN3C(C)=O)cc1	-5	-2	-1.2	-1.3	-5	-2	-2	-1.5	0.3	-3	-1.7
COc1cc(/C=N/OCC(=O)NC2CCCCC2C)ccc1OCc1ccc(Cl)cc1 (stereo not drawn)	3	2	2.5	-0.3	1	-3	6	11*	2.7	-30	4.2*
CCC1(C)Cc2c(sc3[nH]c(=O)[nH]c(=O)c23)CS1 (stereo not drawn)	1	-78	-0.8	-1.1	-1	-151	0	1.3	0.7	-83	1.5
CCOC(=O)C1CCN(c2c(N3CCCC(C(=O)OCC)C3)c(=O)c2=O)CC1 (stereo not drawn)	2	1	-0.7	-0.9	-2	-2	-3	1.1	1.8	-2	-0.2
Cc1cc(C)cc(-n2c(O)c(C=NC3CCS(=O)(=O)C3)c3ccccc3c2=O)c1 (stereo not drawn)	7	-11	-1.9	-1.8	-7	-11	-3	-3.3	-0.6	-18	-0.9
Nc1c(N(CCO)C(=O)C2CCCCC2)c(=O)[nH]c(=O)n1Cc1ccccc1	-1	-12	-0.6	-1.1	-5	-30	-1	1.0	2.4	-21	0.2
Cc1cc2c(c(=O)o1)C(CC(C)C)C(C#N)=C(N)O2 (stereo not drawn)	2	4	0.1	-1.1	-1	0	1	-0.8	0.2	1	0.7
CC(CCc1ccccc1)NCC#N (stereo not drawn)	-2	1	-2.1	-2.1	-1	-5	1	-0.2	-1.1	-4	-0.1
CNC(CC(C)C)C(=O)NC1C(=O)NC(CC(N)=O)C(=O)NC2C(=O)NC3C(=O)NC(C(=O)NC(C(=O)O)c4cc(O)cc(O)c4-c4cc3ccc4O)C(O)c3ccc(c(Cl)c3)Oc3cc2cc(c3OC2OC(CO)C(O)C(O)C2OC2CC(C)(N)C(O)C(C)O2)Oc2ccc(cc2Cl)C1O (stereo not drawn)	-5	1	-1.3	-1.1	-6	-3	-4	-1.4	-1.0	2	0.7
CC[C@H](C)[C@H](NC(=O)OCc1ccccc1)C(=O)OCC(=O)N1CCN(c2ccc(OC)cc2)CC1	-3	-1	-3.0	-2.0	-1	1	2	-2.6	0.2	-3	-3.0
C[C@H]1[C@@H](c2ccccc2)Oc2c(Cl)cccc2S(=O)(=O)N1C	2	4	-2.1	-1.2	7	1	-4	5.2	.	-3	-1.0
O=C1c2ccccc2C(=O)N1Cc1nc2ccccc2c(=O)n1CCCN1CCOCC1	-4	3	-0.5	-1.0	-4	0	-3	1.2	-1.2	1	-0.6
CS(=O)(=O)N(CC(=O)Nc1ccc2c(c1)OCCO2)Cc1ccccc1	0	-2	-1.0	-0.1	-2	-4	0	-0.5	0.5	1	0.3
c1ccc(N2CCN(c3nc(-c4ccccn4)nc4ccccc34)CC2)cc1	-2	-17	-3.3	-2.1	-2	-3	-2	-5.3	-3.5	-18	-2.9
Cc1cc(C)c(S(C)(=O)=O)c(N(C)NC(=O)c2c(F)cccc2F)n1	1	3	0.2	-0.9	-9	-2	-1	-3.1	1.5	2	0.0
O=C(CNC(=O)c1ccco1)Nc1ccc(Br)cc1	0	-3	0.8	-1.0	-4	-3	2	6.4	1.9	-4	0.8
O=C(COC(=O)CNC(=O)c1ccc(Cl)c([N+](=O)[O-])c1)NNC(=O)c1cccs1	1	-3	-1.8	-0.9	-1	-1	-1	-1.1	0.9	-6	0.5

3 structures out of the list, sorted by SMILES length, smallest number first:
SMILES	MBD2 inh	PLC-gamma1 inh	hcDAF-12 act	ssDAF-12 act	NR1D1 modulator	ADAM17 inh	SMARCA2 act	hgDAF12 agonist	DAX1 inh-1	PLC-beta3 inh	DAX1 inh-2
O=C1c2ccccc2C(=O)N1Cc1nc2ccccc2c(=O)n1CCCN1CCOCC1	-4	3	-0.5	-1.0	-4	0	-3	1.2	-1.2	1	-0.6
CCOC(=O)C1CCN(c2c(N3CCCC(C(=O)OCC)C3)c(=O)c2=O)CC1 (stereo not drawn)	2	1	-0.7	-0.9	-2	-2	-3	1.1	1.8	-2	-0.2
COc1ccc(CNC(=O)CCS(=O)(=O)c2ccc3c(c2)CCN3C(C)=O)cc1	-5	-2	-1.2	-1.3	-5	-2	-2	-1.5	0.3	-3	-1.7

(list continues)
SMILES	MBD2 inh	PLC-gamma1 inh	hcDAF-12 act	ssDAF-12 act	NR1D1 modulator	ADAM17 inh	SMARCA2 act	hgDAF12 agonist	DAX1 inh-1	PLC-beta3 inh	DAX1 inh-2
CC1(C)CC2CC(C)(CN2C(=O)c2ccc([N+](=O)[O-])cc2[N+](=O)[O-])C1 (stereo not drawn)	2	1	-0.9	-1.4	0	0	-3	0.1	6.7*	3	0.2
CCCCn1c(N)c(N(CCOC)C(=O)COC(=O)COc2ccc(CC)cc2)c(=O)[nH]c1=O	6	5	4.6	-1.0	-5	-6	1	-1.1	-0.3	1	-1.7
c1ccc2cc(-c3cc4ccccn4c3)ccc2c1	-1	-90	0.8	-1.2	-5	-16	3	2.1	0.6	-133	0.2
CCCNC(=O)Nc1cc(S(=O)(=O)CC)ccc1O	-7	1	1.5	-1.3	2	0	4	0.5	0.3	-2	-0.5
Cc1cc(CNC(=O)CC2C(=O)NCCN2Cc2ccccc2C(F)(F)F)nn1C (stereo not drawn)	2	-1	-0.9	-1.1	1	-7	-5	-2.6	-0.2	-14	0.0
CCOC(=O)C1CCN(Cc2cnc(Oc3ccc(OC)cc3)s2)CC1	-2	5	-1.4	-0.9	-3	6	-6	2.0	-1.0	11*	-1.3
O=C(COC(=O)c1nc(Cl)ccc1Cl)NCc1cccs1	8	1	-0.4	-0.7	5	-4	2	1.5	2.2	-6	0.5
CCCCSc1nc(N)nc2c1ncn2C1OC(CO)C(O)C1O (stereo not drawn)	9	-5	0.3	-1.1	-1	-4	3	2.1	.	-3	0.1
COc1ccccc1-c1cc(C(F)(F)F)nc(S(C)(=O)=O)n1	-1	-140	0.5	-1.1	-4	-10	-10	-4.3	-2.5	-183	-1.4
CC(C)NC(=O)C1(C)CN(S(C)(=O)=O)CC(=O)N1C1CC1 (stereo not drawn)	-1	0	0.9	-1.2	-8	-2	-1	2.1	.	1	-0.6
CCC(C)(C)NC(=O)CN(Cc1cccs1)C(=O)CNS(=O)(=O)c1ccc(C)cc1	7	-3	0.5	-1.3	-3	-4	-3	0.3	6.4*	7	-0.8
Cc1oc(-c2cccs2)nc1CN1CCN(C(C)C)C(CCO)C1 (stereo not drawn)	1	-2	2.1	-1.1	-3	-1	-2	-0.4	2.4	-8	-0.2
c1ccc(C[C@H]2CNCCN2CCCCC2CCCCC2)cc1	5	6	0.6	-0.8	-3	-3	-1	2.4	-0.1	1	-0.6
O=C(Cn1cccc1)N1CCc2ccccc21	1	6	2.1	-1.0	-6	-4	6	2.1	-0.2	0	0.2
CCCCC(=O)NC(=S)Nc1c(C)cc(Br)cc1C	-2	-1	-0.1	-1.4	2	3	3	3.3	-0.1	-2	0.7
Cc1ccc(C)c(N(C(=O)Cn2nnc3ccccc32)C(C(=O)NC(C)(C)C)c2ccsc2)c1 (stereo not drawn)	2	-1	-0.1	-1.9	-4	0	0	0.4	1.3	6	-0.2
CC(C)CN(CC(C)C)C(=O)COc1ccccc1C(N)=O	3	1	2.4	-2.1	-2	-1	3	1.1	-0.3	-4	0.1
O=C(Nc1ccc(F)cc1)C(CCc1ccccc1)N1CCN(c2cccc(C(F)(F)F)n2)CC1 (stereo not drawn)	0	1	-2.3	-0.8	-2	6	-4	1.6	.	-1	-1.9
CCCCN(C(=O)c1cccc(-n2cccc2)c1)c1c(N)n(Cc2ccccc2)c(=O)[nH]c1=O	18*	-4	-2.0	-0.8	-35	-4	-2	-2.2	0.1	4	-0.6
COc1ccccc1OCCSc1nnc(CNC(=O)c2ccco2)n1C	0	3	0.6	-1.1	6	-1	0	0.6	0.1	-5	0.6
Cc1cc(C)c(NC(=O)Cn2c(=O)c3cccn3c3ccccc32)c(C)c1	2	2	-0.2	-0.4	9	4	-2	0.4	0.3	-1	-0.3
COc1ccc(Cl)cc1NC(=O)CCN1CCOCC1	3	-1	-0.2	-1.3	-6	-1	2	-0.2	-2.6	-9	0.3
CC1(C)CC(=O)CC(=O)/C1=N\Nc1c(Cl)cc(Cl)cc1Cl	-9	3	-3.3	-1.2	-4	-2	1	-2.5	0.9	6	-0.4
CC(CCN1CCC(C(O)(c2ccccc2)c2ccccc2)CC1)Oc1cc(F)cc(C#N)c1 (stereo not drawn)	-6	12*	2.8	-1.1	4	6	-4	-1.4	.	4	0.2
CCCN(C(=O)c1ccco1)c1nnc(-c2ccccc2C)s1	2	-3	1.1	-0.3	2	2	1	2.3	1.9	-4	0.6
COc1ccccc1CNS(=O)(=O)c1ccc(Cl)s1	7	-1	1.2	-0.8	2	-5	-3	5.2	-0.2	-4	-0.1
O=C(O)C1CC=CCC1C(=O)N1CCN(c2nc(-c3ccccc3Cl)c3cc(Br)ccc3n2)CC1 (stereo not drawn)	-1	-68	-0.1	-1.3	3	-43	-7	0.8	-1.1	-73	-1.2

Assay outcomes from PubChem BioAssay.
